V1R ag counter: agonists of human V1a receptor, primary screen, counter-screen for OXTR agonist project, fluorescence, CHO-V1R cells; Fluo-8 calcium fluorescence, agonist mode; 0% DMSO, 100% 3 nM vasopressin; hit rate 0.25% among 320,000; activation, % at 3 µM;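 active means activation above the mean activation of all tested compounds plus 3 SD, per screening run, cut at about 20% in these data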;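 further: signal is peak over basal fluorescence ratio across a 100 second FLIPR read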
CHRM1 antagonist: human M1 muscarinic receptor antagonists, primary screen, CHO-K1 cells, Fluo-8 calcium fluorescence, 1536-well; AID 588852, 2011; Muscarinic acetylcholine receptor M1 (Homo sapiens), P11229; inhibition, % at 3 µM; hit rate 1.3% among 360,000; CHO-K1 hM1, ACh EC80 antagonist;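 active means percent inhibition above its own plate's cutoff, namely the mean of that plate's compound wells plus 3 SD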;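 further: peak over basal fluorescence ratio during 140 s after agonist addition; 0% = ACh EC80 plus DMSO and 100% = DMSO alone without agonist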
Target sequence (P11229 whole entry, looked up): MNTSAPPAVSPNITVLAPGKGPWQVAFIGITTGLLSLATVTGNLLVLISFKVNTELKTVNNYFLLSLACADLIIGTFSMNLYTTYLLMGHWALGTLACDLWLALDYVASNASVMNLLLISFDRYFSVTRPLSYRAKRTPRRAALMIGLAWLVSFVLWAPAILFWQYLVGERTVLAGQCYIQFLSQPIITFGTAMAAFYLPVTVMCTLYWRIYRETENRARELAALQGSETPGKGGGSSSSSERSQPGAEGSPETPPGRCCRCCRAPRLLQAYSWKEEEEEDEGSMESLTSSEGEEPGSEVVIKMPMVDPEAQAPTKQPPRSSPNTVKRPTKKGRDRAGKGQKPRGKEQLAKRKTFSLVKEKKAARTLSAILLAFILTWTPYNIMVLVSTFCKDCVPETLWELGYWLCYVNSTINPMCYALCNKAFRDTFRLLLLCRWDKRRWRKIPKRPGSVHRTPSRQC
OXTR potentiate: human OXTR potentiators, primary screen, fluorescence, CHO-OTR cells, Fluo-8 calcium. Oxytocin receptor (Homo sapiens), P30559. Fluo-8 calcium fluorescence, potentiator mode; 0% = oxytocin EC15, 100% = EC100. activation, % at 3 µM. hit rate 0.061% among 320,000. AID 2445, 2010;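 active means activation above that plate's cutoff, the mean activation of tested compounds plus 3 SD, cut at about 6.6% in these data, passing the limit was not always enough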;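 further: 100% uses oxytocin at 75 nM as the full agonist control; some results filed as inactive read as strong as hits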
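Material: CHO-OTR cells, human receptor; compound dosing: single dose, 3.0 µM nominal final compound concentration; schedule: 6 min compound pre-incubation at room temperature, 100 s kinetic read; measured by: kinetic Fluo-8 calcium fluorescence; read-out basis: % activation vs EC15 and EC100 oxytocin; controls: EC15 oxytocin alone as 0%, 75 nM oxytocin as 100%; replicates: singlicate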
CHRM1 agonist: human M1 muscarinic receptor agonists, primary screen, Fluo-8 calcium fluorescence, CHO-K1 cells, HTS. Muscarinic acetylcholine receptor M1 (Homo sapiens), P11229. CHO-K1 hM1, agonist mode; 0% DMSO, 100% acetylcholine EC100. activation, % at 3 µM. hit rate 0.33% among 360,000. AID 588814, 2011;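 active means activation above the run's mean compound activation plus 3 SD, cut at about 16% in these data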;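 further: peak over basal fluorescence ratio within a 140 s kinetic read after compound addition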
TAAR1 antag: human TAAR1 antagonists, primary screen, Fluo-8 calcium fluorescence, CHO RD-HGA16 cells; hit rate 1.5% among 360,000; inhibition, % at 3 µM; AID 624466, 2012; antagonist; Trace amine-associated receptor 1 (Homo sapiens), Q96RJ0;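 active means inhibition above a per-plate cutoff, the mean inhibition of test compounds on that plate plus 3 SD, cut at about 49% in these data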;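 further: 0% = DMSO plus EC80 beta-PEA response and 100% = DMSO alone without agonist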
Target sequence (Q96RJ0 whole entry, looked up): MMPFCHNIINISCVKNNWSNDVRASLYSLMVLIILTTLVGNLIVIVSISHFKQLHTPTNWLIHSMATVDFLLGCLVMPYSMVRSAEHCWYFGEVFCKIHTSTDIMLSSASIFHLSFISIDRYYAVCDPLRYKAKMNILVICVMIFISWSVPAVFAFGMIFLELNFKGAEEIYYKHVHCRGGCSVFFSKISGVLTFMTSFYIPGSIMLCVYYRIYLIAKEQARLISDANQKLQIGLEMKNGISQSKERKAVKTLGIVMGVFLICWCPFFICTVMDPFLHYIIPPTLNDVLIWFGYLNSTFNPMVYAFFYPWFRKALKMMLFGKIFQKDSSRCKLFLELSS
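Material: CHO RD-HGA16 cells bearing hTAAR1; compound dosing: one-point dosing, 3 µM nominal final; schedule: dye loading 75 min at 37 °C, then 30 min room temperature; measured by: calcium fluorescence with Fluo-8; control set: vehicle and agonist controls; replication: n of 1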
M1 PAM: human M1 muscarinic receptor positive allosteric modulators, primary screen, CHO-K1 cells, Fluo-8 calcium fluorescence, 1536-well | Muscarinic acetylcholine receptor M1 (Homo sapiens), P11229 | CHO-K1 hM1, ACh EC20; 0% = ACh EC20, 100% = maximal ACh | activation, % at 3 µM | hit rate 0.088% among 360,000; in the data active means activation above about 19%, passing the limit was not always enough
OXTR ag: human OXTR agonists, primary screen, fluorescence, CHO-OTR cells, Fluo-8 calcium. hit rate 0.32% among 320,000. AID 2435, 2010. Fluo-8 calcium fluorescence; normalized: DMSO 0%, oxytocin 100%. activation, % at 3 µM;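 active means activation above the mean of all tested compounds plus 3 SD, cutoff set per screening run, cut at about 20% in these data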;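 further: peak over basal fluorescence ratio from a 100 s FLIPR kinetic read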
TAAR1 ag: human TAAR1 agonists, primary screen, Fluo-8 calcium fluorescence, CHO RD-HGA16 cells; Trace amine-associated receptor 1 (Homo sapiens), Q96RJ0; vehicle wells 0%, saturating PEA agonist 100%; activation, % at 3 µM; hit rate 0.99% among 360,000;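 active means activation above the mean activation of all test compounds in the run plus 3 SD, cut at about 38% in these data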
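Signal – calcium-sensitive Fluo-8 signal, excitation 470-495, emission 515-575 nm · System – RD-HGA16 (CHO) cells co-expressing Gα16 and hTAAR1 · Incubation – 17-24 h seeding, 75 min 37 °C dye, 30 min RT · Compound dosing – 3 µM single concentration · Repeats – no replicates (n 1)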
CHO parental Ca: ATP-evoked calcium signal inhibitors, parental CHO, primary screen, counter-screen for OX1R antagonist project, cell-based, fluorescence, Fluo-8 calcium dye | parental CHO-K1, ATP-induced calcium, Fluo-8 fluorescence | inhibition, % at 5.6 µM | AID 463079, 2010 | hit rate 0.63% among 330,000;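 active means inhibition above that plate's mean sample inhibition plus 3 SD, cut at about 26% in these data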;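 further: 0% = ATP-challenged DMSO wells and 100% = DMSO wells without ATP; some compounds past the cut are filed as inactive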
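material = parental CHO cells | also added = ATP as calcium-mobilizing challenge | dosing = single point at 5.6 µM | detection = intracellular calcium via Fluo-8 no-wash fluorescent dye | read-out = % inhibition | benchmarks = low control ATP plus DMSO, high control DMSO only | repeats = one well per compound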
* marks the source's active call; other numbers are inactive results; / = not tested or not shown.

SMILES,V1R ag counter,CHRM1 antagonist,OXTR potentiate,CHRM1 agonist,TAAR1 antag,M1 PAM,OXTR ag,TAAR1 ag,CHO parental Ca
COc1ccc(Cl)cc1Nc1nc(NCCO)nc(N2CCCC2)n1,-1.2,2,-14,-2,-1,2,-0.1,-2,-8
O=C(Nc1cccc2ccccc12)OC1C=CS(=O)(=O)C1 (stereo not drawn),-0.2,-28,-15,-2,-7,6,-1.7,4,-3
NC(=O)c1ccc[n+]([C@H]2O[C@@H](COP(=O)([O-])OP(=O)(O)OC[C@H]3O[C@@H](n4cnc5c(N)ncnc54)[C@H](O)[C@@H]3O)[C@H](O)[C@@H]2O)c1,69*,-9,-22,27*,/,-4,51*,/,-6
O=C1CCc2cc(S(=O)(=O)NCCC(=O)NC3CCCCC3)ccc2N1,-0.3,-1,2,-3,-18,3,0.3,4,-7
COc1ccc(OC)c(NC(=O)c2nnn(CCc3ccccc3)c2N)c1,-1.0,-7,-5,-2,10,2,-2.0,-1,-22
CCC(C)n1c(SCC(=O)NCc2ccco2)nnc1-c1cccc(S(=O)(=O)N2CCOCC2)c1 (stereo not drawn),-0.2,2,0,-1,-2,-5,-0.3,5,-12
COc1ccc(C(=O)NC(=S)Nc2ccccc2N2CCCCC2)cc1[N+](=O)[O-],-0.6,-7,-1,-5,-10,-5,1.0,0,-38
Cc1cc(N2CCN(C(=O)Nc3ccccc3C#N)CC2)c2ccccc2n1,/,-4,/,-8,-3,-3,/,-1,/
Cn1c(SCC(=O)NC2CCCCC2)nnc1-c1cc2cc(Cl)ccc2o1,-1.0,7,-6,-3,0,-3,-2.4,-1,12
O=[N+]([O-])c1ccc(NCc2ccccc2)nc1,2.9,-6,-9,-10,10,0,-1.8,8,-7
C[C@H]1CN([C@@H](C)CO)S(=O)(=O)c2ccc(Br)cc2O[C@H]1CN(C)Cc1ccccc1,/,-8,/,-6,1,3,/,-2,/
Fc1ccccc1CN1CCCN(C(=S)Nc2cccc(Cl)c2)C1,6.7,29*,-8,10,10,-13,15,12,40*
CC(C)(C)OC(=O)COc1ccc(/C=N/NC(=O)CN2CCCCC2)cc1,/,8,/,-6,-13,-3,/,5,/
COc1ccccc1N(CC(O)CN(c1ccccc1)S(C)(=O)=O)S(=O)(=O)c1ccccc1 (stereo not drawn),-0.5,-36,-5,0,-5,11,-1.1,7,-9
Cc1ccc(C2=NN(C(=O)CNCCO)C(c3cccs3)C2)cc1 (stereo not drawn),0.2,-2,-3,-5,-5,7,-1.7,-1,-24
FC(F)Oc1ccc(NC(=S)N2CCN(Cc3ccccc3)CC2)cc1,4.7,1,-6,0,-1,3,5.9,3,-8
CCc1cc2c(=O)n3c(nc2s1)-c1[nH]c2ccc(OC)cc2c1CC3,0.1,-10,-1,-4,-2,15,-1.2,2,-13
COc1cc(C(C)=O)ccc1Oc1ncnc2c1cnn2-c1cccc(Cl)c1,1.4,-6,4,-4,0,9,1.8,2,-3
CCOc1ccccc1NC(=O)c1cc(S(=O)(=O)NCc2ccco2)ccc1F,-1.1,1,-13,-4,2,0,-2.5,1,-5
COc1cccc(OC)c1OCCN1CCC(C(=O)NC(c2ccccc2)c2ncccc2C)CC1 (stereo not drawn),/,-10,/,-8,-7,5,/,-1,/
O=C(OCc1nnc(-c2cccs2)o1)c1cccnc1Cl,0.3,-8,-3,-1,-5,9,1.9,3,-7
C=C(C)C1CC=C(C)/C(=N/NC(=O)COc2ccc(Cl)cc2)C1 (stereo not drawn),-0.7,-12,-1,-7,-7,12,-0.2,10,-1
COc1ccc(NC(=S)NCCc2ccccc2)c(OC)c1,-0.1,10,-4,-10,-12,-5,-0.5,17,-9
COC(=O)c1cc(C#N)c(OC(C)C)nc1C,0.0,-9,-2,-4,-14,16,-0.5,12,-3
CCOC(=O)C(Cc1ccccc1)NC(=O)CCc1c(C)nc2nc(C)nn2c1C (stereo not drawn),-0.9,-8,-17,-1,5,12,-1.1,1,-6

Following part
SMILES,V1R ag counter,CHRM1 antagonist,OXTR potentiate,CHRM1 agonist,TAAR1 antag,M1 PAM,OXTR ag,TAAR1 ag,CHO parental Ca
Cc1cccc(OCCOC(=O)c2c(-c3ccccc3)noc2C)c1,4.9,3,-8,-5,18,1,-0.7,1,-19
CCOC(=O)C1=C(C)N(CCCCCC(=O)O)C(=O)NC1c1ccccc1Cl (stereo not drawn),-0.9,-6,-10,-4,-10,7,-1.2,2,-17
COc1cccc(N2CCN(C(=O)c3cccc(N4C(=O)NC5CC4(C)Oc4c(OC)cccc45)c3)CC2)c1 (stereo not drawn),2.2,2,-7,-3,-15,2,-0.8,4,-31
CCC1CCCCN1C(=O)CSc1nnc(N)s1 (stereo not drawn),0.9,-2,-1,-3,4,1,0.8,0,-4
Cc1csc(NC(=O)CCCC(=O)O)c1-c1nc2ccccc2s1,0.0,-10,1,-1,-42,5,0.5,1,-4
Cc1ccc(OCCN2CCC2(C)C(=O)NCc2ccc(C(F)(F)F)cc2)cc1 (stereo not drawn),/,-24,/,-4,-19,19,/,0,/
Cc1ccccc1-n1c(Cn2c(=O)sc3ccccc32)nnc1SCC(=O)N1CCOCC1,0.6,-13,-12,-6,-12,11,-1.0,2,2
Cc1ccc(S(=O)(=O)N2CCOC23CCN(S(=O)(=O)c2c(C)cc(C)cc2C)CC3)cc1,0.9,-2,-14,0,15,-2,1.0,-1,18
O=C(CN(C(=O)CNS(=O)(=O)c1ccccc1)c1ccc2c(c1)OCCO2)NC1CCCCC1,1.0,2,-5,-9,6,-10,0.1,5,-23
Cc1ccccc1NC(=O)C(=O)Nc1ccccc1C,-0.1,-14,-10,0,-1,17,0.2,-2,-4
CC(OC(=O)c1ccc(Cl)c(S(=O)(=O)N2CCOCC2)c1)C(=O)Nc1ccc(S(N)(=O)=O)cc1 (stereo not drawn),0.4,-11,-3,-2,10,9,0.3,0,-4
COCCNC(=O)c1ccc2c(c1)ncn2-c1cccc(C)c1,-0.7,-16,-6,-2,-28,16,0.3,0,-4
CN(C)c1cc[n+](CCC(=O)Nc2cccc([N+](=O)[O-])c2N)cc1,2.2,-10,-7,-6,-11,4,0.6,-1,17
S=C(NCCN1CCOCC1)NC1CCCC1,0.1,-7,-12,-4,3,14,-0.1,7,1
O=C(NCc1ccco1)/C(=C\c1cccnc1)NC(=O)c1ccccc1F,-0.2,2,-6,-5,/,2,0.4,/,2
COc1ccc(CCNCc2c(-c3ccccc3)n(C)c3ccccc23)cc1,12,10,-19,-3,25,2,13,38*,16
Cc1ccc(SCc2[nH]nc3c2C(c2ccc(C)o2)C(C#N)=C(N)O3)cc1 (stereo not drawn),0.8,-1,-11,0,-7,0,1.0,5,0
Nc1ccc(C(=O)Nc2ccc3cc(S(=O)(=O)O)ccc3c2)cc1,/,-11,/,-1,-7,5,/,4,/
Cc1ccc(C)c(N2CN(CCC3=CCCCC3)CNC2=S)c1,-0.5,-12,-2,-4,23,7,-3.2,59*,-13
CCOC(=O)C1CCN(CC(C)(C)NS(=O)(=O)c2ccc(C)cc2)CC1,2.9,-27,-6,-12,-1,27*,2.8,2,-18
O=C(c1c(Cl)cccc1Cl)N1CCN(c2ncccn2)CC1,-0.2,-2,-13,-5,-9,3,-0.9,3,4
COCCN1C[C@@H](CO)O[C@@H](n2cnc3c(NC4CCCC4)ncnc32)C1,/,-7,/,-1,-19,7,/,3,/
Cc1noc(C)c1S(=O)(=O)N(CC(=O)NCc1ccc(Cl)cc1)c1ccc2c(c1)OCO2,0.2,3,-8,9,-1,11,-0.9,-2,-8
CCC(C)c1ccc(NC(=O)N2CCOCC2)cc1 (stereo not drawn),0.9,-18,-11,-5,2,6,0.4,0,-1
Cc1ccccc1C(=O)NNC(=O)CCc1ccccc1,-0.6,-6,2,-5,-7,0,0.4,0,7
Cc1ccc(S(=O)(=O)CC(CN2CCCCC2)N2CCCCC2)cc1 (stereo not drawn),/,7,/,-11,-19,-3,/,28,/
COc1ccc(C(=O)N2CCNC(=O)C2CC(=O)Nc2ccc(C)c(C)c2)cc1 (stereo not drawn),/,-5,/,-5,-17,5,/,1,/

Marked active in M1 PAM, among the entries above:
structure | CHRM1 antagonist | OXTR potentiate | CHRM1 agonist | TAAR1 antag | M1 PAM
CCOC(=O)C1CCN(CC(C)(C)NS(=O)(=O)c2ccc(C)cc2)CC1 | -27 | -6 | -12 | -1 | 27*

Screens as filed in PubChem.
